PP5 primary: inhibitors of human protein phosphatase 5 (PP5). P53041. inhibition, % at 6.7 µM. purified PP5c, OMFP substrate fluorescence. actives 0.18% (n = 320,000);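 active means inhibition above the campaign's mean inhibition across all tested compounds plus 3 SD, cut at about 9.5% in these data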;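 further: 0% = DMSO only and 100% = 100 µM cantharidin control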
proCasp3 act: procaspase-3 (human) activation | P42574 | recombinant procaspase-3 D3A, Ac-DEVD-pNA absorbance 405 nm | activation, % at 8.5 µM | actives 0.11% (n = 330,000) | AID 463141;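 active means activation above the mean of all tested compounds plus 3 SD, cut at about 21% in these data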;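 further: 0% = DMSO alone and 100% = DMSO wells spiked with extra 5 µM PC-3 D3A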
Target sequence (P42574 whole entry D9A/D28A/D175A): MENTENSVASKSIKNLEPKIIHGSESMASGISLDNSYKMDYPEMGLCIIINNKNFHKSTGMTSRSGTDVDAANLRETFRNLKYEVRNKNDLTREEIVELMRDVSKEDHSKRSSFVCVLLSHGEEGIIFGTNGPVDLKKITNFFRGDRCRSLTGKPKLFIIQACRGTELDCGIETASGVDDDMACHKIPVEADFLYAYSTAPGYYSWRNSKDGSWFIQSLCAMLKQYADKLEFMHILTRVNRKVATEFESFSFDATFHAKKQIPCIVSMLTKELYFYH
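Technique: 405 nm absorbance of p-nitroaniline, reads at 0 and 120 min; Test system: Procaspase-3 D3A mutant; Incubation: 1 h enzyme-compound preincubation, then 2 h substrate reaction, 25 °C; Repeats: singlicate, each compound tested once; Benchmarks: low control DMSO wells, high control DMSO plus 5 µM PC-3 D3A.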
TPT1 inh: inhibitors of Candida albicans tRNA 2'-phosphotransferase TPT1 | recombinant caTPT1, FP RNA substrate dephosphorylation | inhibition, % at 5 µM | actives 0.81% (n = 300,000);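 active means inhibition above the mean of all tested compounds plus 3 SD, set per screening campaign, cut at about 24% in these data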;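 further: plate controls were DMSO alone for no effect and ferristatin control at 100 nM for full effect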
procasp7 counter: counter-screen: procaspase-7 (human) activation | recombinant procaspase-7, Ac-DEVD-pNA absorbance 405 nm; D23A/D198A/D206A triple mutant, cannot self-cleave; scale: DMSO 0, 5 µM enzyme 100 | actives 0.093% (n = 330,000) | P55210 | activation, % at 8.5 µM;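 active means percent activation above the screen-wide mean plus 3 SD, cut at about 25% in these data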
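Assay system: Uncleavable procaspase-7 mutant enzyme; Input: 2 µM procaspase-7 mutant as dispensed; Also added: DEVD-pNA substrate; Medium: Zinc-free HEPES pH 7.4 with 300 mM NaCl, 0.01% Triton X-100; Timing: 1 h compound preincubation, 2 h substrate cleavage, 25 °C; Measured by: Epi-absorbance of released pNA at 405 nm, two timepoints.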
core dimer inh: blocks dimerization of HCV core protein. TR-FRET GST/Flag-core106 dimerization, 1536-well. inhibition, % at 5 µM. actives 0.33% (n = 300,000). AID 1899;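 active means inhibition above the mean of all tested compounds plus 3 SD, set per screening campaign, cut at about 45% in these data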
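Test system: GST/Flag-tagged HCV core106 proteins; Medium: KF-containing HEPES buffer, pH 7.45, DTT, CHAPS, BSA; Times: compound-protein-antibody incubation 4 h at 22.5 °C; Detection: TR-FRET 671 and 617 nm emission; Benchmarks: wells lacking GST-core106 and wells with excess unlabelled core106.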
Efflux pump inh: inhibitors of Candida antifungal efflux pumps expressed in yeast. actives 0.44% (n = 330,000). S. cerevisiae Candida pump triplex, Nile Red efflux. inhibition, % at 10 µM. AID 485275;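 active means plate passing quality check with inhibition over a set limit, or well fluorescence over plate mean plus 4 SD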;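 further: Nile Red retained in pooled yeast measured as flow cytometry median fluorescence; 0% = buffer negative control and 100% = Enniatin B positive control; higher means more Nile Red kept so more efflux inhibition; some compounds called inactive have numbers as strong as hits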
CTSL1 counter: blocks F. hepatica cathepsin L1 in PFM18AAP counter-screen | recombinant F. hepatica cathepsin L1, Z-Leu-Arg-MCA fluorescence | inhibition, % at 5.96 µM | actives 0.49% (n = 300,000);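 active means inhibition above the mean of all tested compounds plus 3 SD, set per screening campaign, cut at about 17% in these data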;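 further: 0% = plate median of test compound wells and 100% = 1 µM Z-Phe-Ala-diazomethylketone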
PP1 counter: PP1-alpha (human) inhibition in PP5 counter-screen; P62136; purified PP1alpha, OMFP fluorescence; inhibition, % at 6.7 µM; actives 0.9% (n = 320,000); AID 2235;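 active means inhibition above the mean inhibition of all tested compounds plus 3 SD, computed separately for each screening campaign, cut at about 15% in these data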
Target sequence (P62136 whole entry, looked up): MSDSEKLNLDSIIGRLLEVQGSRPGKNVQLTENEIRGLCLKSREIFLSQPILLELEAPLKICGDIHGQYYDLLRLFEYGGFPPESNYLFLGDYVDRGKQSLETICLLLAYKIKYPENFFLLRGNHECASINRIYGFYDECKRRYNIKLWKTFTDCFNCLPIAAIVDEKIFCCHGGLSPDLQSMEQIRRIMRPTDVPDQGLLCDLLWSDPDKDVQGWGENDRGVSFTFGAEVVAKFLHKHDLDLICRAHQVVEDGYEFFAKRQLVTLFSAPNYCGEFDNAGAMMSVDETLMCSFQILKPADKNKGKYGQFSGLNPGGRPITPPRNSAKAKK
GASC-1 inh: inhibitors of human GASC-1 (JMJD2C) demethylase | Q9H3R0 | GST-JMJD2C(1-420) H3K9me3 demethylation, DELFIA europium | inhibition, % at 2.35 µM | actives 0.069% (n = 330,000) | AID 2099;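 active means more than half of a compound's replicate wells show inhibition beyond 50%, single wells judged on their own value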;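 further: signal counts dimethyl H3K9 product captured on neutravidin plate; 0% = median of DMSO wells and 100% = 0.3 times that DMSO median; strong numbers were not always called active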
Target sequence (Q9H3R0 1-420 limits assumed): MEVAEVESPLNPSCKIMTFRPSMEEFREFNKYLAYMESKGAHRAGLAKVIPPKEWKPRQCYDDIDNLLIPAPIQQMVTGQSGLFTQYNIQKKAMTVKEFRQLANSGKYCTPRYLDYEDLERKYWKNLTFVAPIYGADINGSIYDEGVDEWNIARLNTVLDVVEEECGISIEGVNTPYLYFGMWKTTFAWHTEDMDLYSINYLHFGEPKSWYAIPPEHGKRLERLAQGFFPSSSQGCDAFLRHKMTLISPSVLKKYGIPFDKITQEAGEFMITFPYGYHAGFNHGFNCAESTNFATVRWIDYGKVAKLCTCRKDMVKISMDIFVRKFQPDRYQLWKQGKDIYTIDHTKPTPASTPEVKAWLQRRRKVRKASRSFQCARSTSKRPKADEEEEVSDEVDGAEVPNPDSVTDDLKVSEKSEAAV
Active calls of the source: *; x = not tested or not shown; & = joins results of further samples.

No.	structure	PP5 primary	proCasp3 act	TPT1 inh	procasp7 counter	core dimer inh	Efflux pump inh	CTSL1 counter	PP1 counter	GASC-1 inh
1	Cc1nn(-c2ccccc2)c(Cl)c1C1C(C#N)=C(N)OC2=C1C(=O)CCC2 (stereo not given)	1.8	-3	-3	-12	0	0.4	1	-6	2
2	Cc1cc(C)cc(NCc2cc(=O)oc3cc(-c4ccccc4)c(O)cc23)c1	-0.3	4	-2	11	10	1.4	-1	-2	8
3	COC(=O)CSc1nnc(-c2ccc(S(=O)(=O)N3CCCC3)cc2)o1	2.1	8	3	6	0	-0.1	-2	-5	-6
4	NC(=O)NCC12CC3CC(CC(C3)C1)C2	-0.1	-3	1	7	-2	0.0	-6	0	4
5	CC(=O)c1c(C)[nH]c(C(=O)OCC(=O)Nc2cccc(S(=O)(=O)N3CCCC3)c2)c1C	1.0	2	3	-3	-3	0.1	1	-1	-8
6	C/C(O)=C(\C#N)P(=O)(c1ccccc1)c1ccccc1	-0.8	2	-6	1	-11	-0.1	-4	-4	5
7	CCOc1ccc(C2CC(=O)n3nc(C45CC6CC(CC(C6)C4)C5)nc3S2)cc1OC (stereo not given)	-1.1	-2	0	1	-2	0.1	-4	2	8
8	O=S(=O)(c1ccc2c(c1)OCO2)N1CCN(c2nnnn2-c2ccccc2)CC1	0.9	-8	1	-4	0	0.0	5	-1	-3
9	[2H]c1c([2H])c([2H])c(C(=O)c2sc(N3CCCCCC3)nc2-c2ccccc2)c([2H])c1[2H]	1.4	-15	-7	-10	-46	-0.1	-2	2	-6
10	Cc1cccc(-n2cccc2)c1C#N	-0.9	1	-1	-4	5	-0.2	0	-1	1
11	Cc1nn(C(C)(C)C)c(N)c1-c1ccccc1	-1.6	6	-5	4	-4	0.4	-2	-3	-6
12	CN(CCc1cn[nH]c1)C(=O)CC1C(=O)NCCN1Cc1cccc(Oc2ccccc2)c1 (stereo not given)	-1.1	-3	-4	-3	5	0.1	4	1	-9
13	CC1=NN(c2cccc(Cl)c2)C(=O)C12CC(C)=C(C)CS2 (stereo not given)	-2.4	-7	1	0	2	0.0	-9	-8	-8
14	Cc1ccc2nc(/C(C#N)=C/c3ccc(-c4ccccc4C(=O)O)o3)[nH]c2c1	-7.3	-2	133*	-14	-22	0.2	13	-2	12
15	O=C(Nc1ccccc1Cl)c1cc[n+](Cc2ccc([N+](=O)[O-])cc2)cc1	0.0	1	-1	10	-6	0.1	-4	8	0
16	CCOc1ccccc1C(=O)NCC(=O)OCCOc1cccc(Cl)c1	1.6	7	0	-6	-1	0.1	1	-1	-9
17	CCOc1ccc(CN2C(=O)CC(=O)N(S(=O)(=O)c3ccc(OCC)cc3)C2=O)cc1	-3.5	1	7	-2	7	-0.1	1	-4	5
18	N#CCC(=O)NCCCOC(=O)Nc1ccc(Cl)c(Cl)c1	-2.5	2	2	8	-4	-0.1	-1	-2	-2
19	O=C(COc1ccc(Cl)cc1Cl)Nc1cccnc1	-2.5	-3	4	3	1	0.3	-8	-1	14
20	CCOC(=O)C1=C(C)NC(=S)N(C(C)=O)C1c1ccc(Cl)cc1 (stereo not given)	1.5	2	3	-4	11	-0.1	-7	7	0

No.	structure	PP5 primary	proCasp3 act	TPT1 inh	procasp7 counter	core dimer inh	Efflux pump inh	CTSL1 counter	PP1 counter	GASC-1 inh
21	CCOC(=O)c1c(S(=O)(=O)Nc2ccc(C)cn2)c(C)n(C)c1C	2.7	4	-4	1	-8	-0.3	-5	3	16
22	Cc1nc2nc(SCC(=O)NCCN3CCOCC3)nn2c(C)c1Cc1ccccc1	0.7	-6	0	6	-1	-0.3	1	3	4
23	CCCCC(CC)C(=O)Nc1ccc(Cl)cn1 (stereo not given)	2.9	-12	-1	-7	-3	0.0	0	1	10
24	CC1=C(C(N)=O)C(c2ccc(Cl)cc2)n2nc(CCCO)nc2N1 (stereo not given)	-0.1	0	-1	7	7	0.0	-4	-2	-2
25	COc1ccc(-n2nc(C(=O)NCC(=O)N3CCN(c4ccccc4F)CC3)c3ccccc3c2=O)cc1	4.2	-9	1	-10	14	-0.1	1	-6	1
26	C=CCOC(=O)COc1ccc2c(C)c(C)c(=O)oc2c1	-0.1	-2	-1	-8	-2	-0.1	-1	1	-4
27	O=C(Nc1cccc(F)c1)/C(=C/c1ccco1)NC(=O)c1ccco1	2.1	-2	9	-14	-18	-0.1	3	-2	11
28	Nc1cc(C(=O)OCC(=O)Nc2cccc(S(=O)(=O)N3CCOCC3)c2)ccc1Cl	x	2	x	3	x	-0.3	x	x	5
29	O=C(O)CCC(=O)Nc1ccccc1C(=O)NC1CCCCC1	0.5	5	0	10	-3	-0.1	-1	0	10
30	O=C(OCC(=O)c1ccccc1Br)c1ccccn1	3.8	-1	1	0	-2	0.1	-1	-5	-5
31	CCc1ccc(CNc2ccc(O)cc2)cc1	8.6	-9	-11	-9	13	0.2	105*	7	6
32	CC1CCN(c2c(NCc3ccc(C(=O)N4CCc5ccccc54)cc3)c(=O)c2=O)CC1	-1.5	4	1	2	28	-0.2	7	0	-12
33	c1ccc(Cn2nnc(CNc3ccccc3)c2-c2c(CNc3ccccc3)nnn2Cc2ccccc2)cc1	3.9	0	-5	-7	0	0.1	-1	23*	-2
34	CC(=O)c1cccc(NC(=O)c2cccc3ccccc23)c1	3.4	6	-3	-3	-4	0.1	0	-3	3
35	CCN(CC1COc2ccccc2O1)C(=O)c1ccc(Cl)c(S(=O)(=O)N2CC(C)OC(C)C2)c1 (stereo not given)	-0.2	-2	0	10	-2	0.0	1	-3	3
36	Cc1cc(Br)ccc1SCC(=O)OCC(=O)N1CCN(C(=O)c2ccco2)CC1	5.0	5	2	4	5	0.2	-12	-2	5&-4
37	CCOC(=O)c1oc2cc(OCC(N)=O)ccc2c(=O)c1-c1ccc(OC)c(OC)c1	-0.3	2	-1	5	-3	0.0	2	-2	-2&-5
38	O=C(CSc1cn(CCNC(=O)c2cccs2)c2ccccc12)NC1CCCC1	1.5	2	-5	2	2	0.1	2	0	14
39	COc1ccccc1N1CCN(Cc2cn[nH]c2-c2ccc(F)cc2)CC1	-2.4	5	-2	7	4	-0.1	0	-1	0
40	Cc1ccc(S(=O)(=O)NNC(=O)c2c(O)c3ccccc3[nH]c2=O)cc1	-2.3	7	1	-2	-2	-0.2	3	0	-3

No.	structure	PP5 primary	proCasp3 act	TPT1 inh	procasp7 counter	core dimer inh	Efflux pump inh	CTSL1 counter	PP1 counter	GASC-1 inh
41	c1ccc(NCc2cccnc2)cc1	1.6	-4	0	-4	-2	0.0	1	-1	-2
42	Fc1ccc(N2CCN(Cc3cnc(Oc4ccc(Br)cc4)s3)CC2)cc1	2.2	4	1	-2	2	0.2	1	-1	4
43	O=C(NCC(F)(F)F)Nc1ccccn1	-1.3	4	-3	4	7	0.1	2	-15	-11
44	CCOC(=O)c1c(C)[nH]c(C)c1C(=O)COC(=O)c1cccnc1SC	0.6	-2	x	12	x	-0.2	x	-4	x
45	Cc1ccc(S(=O)(=O)NCc2ccc3c(c2)cc(C)n3C)cc1	2.1	6	-5	8	-8	0.0	0	10	-8
46	CCc1ccc(S(=O)(=O)Nc2cccc(C3OCCCO3)c2)cc1	1.2	-17	-5	2	0	0.4	5	-1	-9
47	CCCCn1c(N)c(N(CC)C(=O)CCc2ccccc2)c(=O)[nH]c1=O	2.1	2	0	-7	-1	0.3	-8	4	-8
48	Cc1c(C(=O)Oc2cc(N)n(S(C)(=O)=O)n2)cccc1[N+](=O)[O-]	-2.5	-11	-1	-19	7	-0.2	0	1	-4
49	Cc1[nH]c2ccccc2c1SCc1nnc(SCc2ccccc2)n1C	0.0	5	-3	-1	0	0.3	-5	0	4
50	COc1ccc(CCNC(=S)N2CCC(C(N)=O)CC2)cc1	0.6	2	0	-13	2	-0.1	-2	-1	-5
51	CCn1c(NCc2ccccn2)nc2ccccc21	-0.8	2	-2	6	-3	0.1	-1	-3	-4
52	NS(=O)(=O)c1cccc(NC(=O)COC(=O)Cn2cc(C(F)(F)F)ccc2=O)c1	1.6	7	x	-9	x	-0.1	x	-6	9
53	CC(=O)N1CCN(CCN=CC2=C(O)CC(C)(C)CC2=O)CC1	0.8	4	3	10	-1	-0.1	0	-5	-49
54	CCCCn1c(N)c(N(CC(C)C)C(=O)c2ccncc2)c(=O)[nH]c1=O	-0.7	5	5	4	-3	0.0	1	-6	4
55	Cc1ccccc1CN1CCN(S(C)(=O)=O)CC1	0.8	3	-1	-2	0	0.2	-6	-2	16
56	O=C(CNC(=O)c1ccc(Cl)c([N+](=O)[O-])c1)OCN1C(=O)c2ccccc2C1=O	-0.9	11	0	2	2	-0.2	-21	-1	0
57	O=C(c1ccccc1Br)N1CCCC(c2nc(-c3cccs3)no2)C1 (stereo not given)	0.5	8	-1	11	2	0.0	-1	-3	-2
58	O=C(Nc1cc2c(cc1Cl)OCCCO2)c1ccc(F)cc1	2.5	-2	-5	-2	-2	-0.2	-3	1	0

Gathered by group, the entries above with fluorine (seven)
No.	structure	PP5 primary	proCasp3 act	TPT1 inh	procasp7 counter	core dimer inh	Efflux pump inh	CTSL1 counter	PP1 counter	GASC-1 inh
25	COc1ccc(-n2nc(C(=O)NCC(=O)N3CCN(c4ccccc4F)CC3)c3ccccc3c2=O)cc1	4.2	-9	1	-10	14	-0.1	1	-6	1
27	O=C(Nc1cccc(F)c1)/C(=C/c1ccco1)NC(=O)c1ccco1	2.1	-2	9	-14	-18	-0.1	3	-2	11
39	COc1ccccc1N1CCN(Cc2cn[nH]c2-c2ccc(F)cc2)CC1	-2.4	5	-2	7	4	-0.1	0	-1	0
42	Fc1ccc(N2CCN(Cc3cnc(Oc4ccc(Br)cc4)s3)CC2)cc1	2.2	4	1	-2	2	0.2	1	-1	4
43	O=C(NCC(F)(F)F)Nc1ccccn1	-1.3	4	-3	4	7	0.1	2	-15	-11
52	NS(=O)(=O)c1cccc(NC(=O)COC(=O)Cn2cc(C(F)(F)F)ccc2=O)c1	1.6	7	x	-9	x	-0.1	x	-6	9
58	O=C(Nc1cc2c(cc1Cl)OCCCO2)c1ccc(F)cc1	2.5	-2	-5	-2	-2	-0.2	-3	1	0
